Source: PubChem (several laboratories)
ABCB6 inh MLPCN = blocks the human ABCB6 transporter; Q9NP58; K562-ABCB6 porphyrin accumulation, flow cytometry, 1 h; active compounds read low; fluorescence ratio to DMSO, % at 10 µM; 0.19% of 360,000 active; AID 602162;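 active = fluorescence ratio to DMSO below 75%, the collection mean minus 3 SD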;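 note: signal is porphyrin accumulated inside mitochondria; 100% equals median channel fluorescence of DMSO control wells; lower ratio means ABCB6 inhibition with less porphyrin fluorescence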
NCOA2 inhibitor = inhibits human steroid receptor coactivator 2; inhibition, % at 9 µM; AID 651957; Q15596; HEK293 GAL4-SRC2 luciferase reporter, luminescence; 0.17% of 370,000 active;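 active = inhibition above the mean inhibition of all tested compounds plus 3 SD, set per campaign, cut at about 52% in these data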;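 note: 0% = DMSO treated cells and 100% = cells given Gossypol at 36 µM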
MC4R antagonist = antagonists of human melanocortin 4 receptor (MC4R); inhibition, % at 6.5 µM; AID 540295; MC4R-expressing cells, MTII-stimulated cAMP, LANCE TR-FRET; 0.48% of 360,000 active;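 active = inhibition above its plate's cutoff, the mean of tested wells on that plate plus 3 SD, cut at about 29% in these data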;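 note: 0% = Melanotan II alone and 100% = Melanotan II plus saturating MCL0020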
Target sequence (P32245 whole entry, looked up): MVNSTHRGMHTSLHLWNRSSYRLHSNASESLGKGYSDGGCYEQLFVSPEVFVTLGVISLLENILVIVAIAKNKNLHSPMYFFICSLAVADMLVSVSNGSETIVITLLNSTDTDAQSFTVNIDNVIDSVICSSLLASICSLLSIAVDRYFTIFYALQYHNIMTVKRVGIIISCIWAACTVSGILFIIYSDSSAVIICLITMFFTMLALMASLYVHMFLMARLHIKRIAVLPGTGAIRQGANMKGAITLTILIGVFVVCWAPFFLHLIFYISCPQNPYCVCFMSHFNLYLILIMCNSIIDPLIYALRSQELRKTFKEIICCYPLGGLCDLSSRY
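Test system: U2OS cells stably expressing human melanocortin 4 receptor (MC4R); also added: Melanotan II challenge; compound: 6.5 µM single dose; timing: 30-min compound preincubation, 1-h Melanotan II challenge, 1-h detection, room temperature; signal: Eu-cAMP/anti-cAMP TR-FRET, emission 671 nm; repeats: one well per compound, no replicates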
MC4R barr agon = agonists of human melanocortin 4 receptor (MC4R) beta-arrestin. P32245. U2OS MC4R beta-arrestin complementation, luminescence; percent of melanotan II response, DMSO zero. activation, % at 8.9 µM. 0.98% of 360,000 active. AID 540308;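 active = activation above a per-plate cutoff, the mean activation of sample wells on that plate plus 3 SD, cut at about 8% in these data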
NOD2-RIPK2 inh = inhibitors of human NOD2-RIPK2 interaction; CHO BLA complementation NOD2-RIPK2, CCF4 ratio; inhibition, % at 4.98 µM; 0.38% of 360,000 active; AID 624267; in the data active = inhibition above about 21%;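 note: 0% = vehicle only and 100% = reference blocker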
Target sequence (O43353 whole entry, looked up): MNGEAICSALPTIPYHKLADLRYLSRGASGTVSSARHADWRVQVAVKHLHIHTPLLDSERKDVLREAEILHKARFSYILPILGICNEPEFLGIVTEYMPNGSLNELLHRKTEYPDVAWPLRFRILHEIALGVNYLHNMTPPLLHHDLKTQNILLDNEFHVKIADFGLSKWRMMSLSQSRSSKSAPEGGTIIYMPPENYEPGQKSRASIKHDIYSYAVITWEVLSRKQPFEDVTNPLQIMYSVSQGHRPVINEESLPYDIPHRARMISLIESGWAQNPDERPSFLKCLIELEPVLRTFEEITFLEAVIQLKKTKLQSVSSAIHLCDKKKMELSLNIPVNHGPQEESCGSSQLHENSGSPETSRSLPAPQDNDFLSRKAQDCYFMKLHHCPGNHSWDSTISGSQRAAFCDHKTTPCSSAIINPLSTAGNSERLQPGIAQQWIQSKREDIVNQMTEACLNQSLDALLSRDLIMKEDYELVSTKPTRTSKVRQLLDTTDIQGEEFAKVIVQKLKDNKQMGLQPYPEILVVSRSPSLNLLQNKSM
N-glyco inh = N-linked glycosylation inhibition; D54 ERlucT glycosylation luciferase reporter, 24 h; percent of 100 nM tunicamycin response; reporter increase, % at 12.5 µM; 0.23% of 360,000 active; AID 588692;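 active = mean luciferase reporter signal, scaled so untreated is 0 and the glycosylation-blocking control 100, at or above a set limit in every replicate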;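 note: luciferase carries N-glycosylation sites so blocking glycosylation raises the light; 0% = median of neutral control wells and 100% = median of 100 nM tunicamycin wells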
ABHD5 PLIN5 PPI = ABHD5-PLIN5 protein interaction inhibition | AID 602281 | Split G. princeps luciferase complementation, luminescence, 4 h | Q00G26+Q8WTS1 | 0.78% of 360,000 active | inhibition, % at 4 µM;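 active = inhibition above the mean inhibition across every tested compound plus 3 SD, cut at about 22% in these data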;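 note: 0% = DMSO only wells and the 100% control is not disclosed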
H9c2 protect = modulators protecting cardiomyocytes from myocardial damage. H9c2 cardiomyocytes, H2O2 injury protection, ATPLite, 2 h. 0.63% of 360,000 active. protection from H2O2 cell death, % at 20 µM;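 active = compounds giving at least 50% protection of heart cells from peroxide-induced death in the single-dose screen, raw or plate-pattern-corrected value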;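 note: 0% = DMSO wells with peroxide and 100% = DMSO wells without peroxide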
m5-HT2A agonist = activates the mouse 5-HT2A serotonin receptor. 0.66% of 360,000 active. activation, % at 7.6 µM. CHO-K1 mHTR2A beta-arrestin complementation, luminescence; percent of 30 µM serotonin response. P35363. AID 624169;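 active = activation above a run cutoff, the mean activation of all tested compounds plus 3 SD, cut at about 14% in these data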;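 note: 0% = plate median of compound wells and 100% = 30 µM serotonin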
TLR9-MyD88 block = blocks human TLR9 binding to MyD88; 0.21% of 340,000 active; inhibition, % at 4.98 µM; CHO BLA complementation TLR9-MyD88, CCF4 FRET ratio;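 active = inhibition above the mean over all tested compounds plus 3 SD, cut at about 21% in these data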;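 note: 0% = DMSO only wells and 100% = clavulanate BLA inhibitor control wells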
Numbers without * were called inactive. Some of the compounds tested; count on the stated rates, not on these rows.

Screening CC1CCCCC1NC(=O)CCCc1nc2ccccc2c(=O)[nH]1 (stereo not given) returned ABCB6 inh MLPCN 94, NCOA2 inhibitor -9, MC4R antagonist 4, MC4R barr agon -2.9, NOD2-RIPK2 inh -15, N-glyco inh -3, ABHD5 PLIN5 PPI 2, H9c2 protect 29, m5-HT2A agonist 2 and TLR9-MyD88 block 2.
`Cc1cc(Br)cn2c(Cc3ccccc3)c(C3CCCCC3)nc12` gave ABCB6 inh MLPCN 119, NCOA2 inhibitor -28, NOD2-RIPK2 inh 6, ABHD5 PLIN5 PPI -21 and m5-HT2A agonist -3.
`Cc1cc(C(=O)NC2CC2)c2ccccc2n1` gave ABCB6 inh MLPCN 94, NCOA2 inhibitor -15, MC4R antagonist 2, MC4R barr agon -1.9, NOD2-RIPK2 inh -7, N-glyco inh 2, ABHD5 PLIN5 PPI -2, H9c2 protect 1, m5-HT2A agonist -1 and TLR9-MyD88 block 1.
CC(=O)c1cccc(CN2CCc3ccc(NC(=O)C4CCCO4)cc3C2)c1 (stereo not given) was read as ABCB6 inh MLPCN 102, NCOA2 inhibitor -15, MC4R antagonist 21, MC4R barr agon -2.3, NOD2-RIPK2 inh -3, N-glyco inh 0, ABHD5 PLIN5 PPI 3, H9c2 protect 1, m5-HT2A agonist 8 and TLR9-MyD88 block -5.
`COc1ccc(-n2nc(C(=O)NCC(=O)N3CC(C)CC(C)C3)c3ccccc3c2=O)cc1` (stereo not given) gave ABCB6 inh MLPCN 96, NCOA2 inhibitor 0, MC4R antagonist 4, MC4R barr agon 1.5, NOD2-RIPK2 inh -4, N-glyco inh -1, ABHD5 PLIN5 PPI 4, H9c2 protect 9, m5-HT2A agonist 1 and TLR9-MyD88 block -2.
`O=C(C1CCC1)N1CCN(c2cccc(C(F)(F)F)c2)CC1` gave ABCB6 inh MLPCN 103, NCOA2 inhibitor 8, MC4R antagonist 21, MC4R barr agon 0.9, NOD2-RIPK2 inh -3, N-glyco inh -3, ABHD5 PLIN5 PPI 0, H9c2 protect -1, m5-HT2A agonist -1 and TLR9-MyD88 block -7.
Screening Cc1nn2cc(-c3cccc(Cl)c3)cnc2c1Cl returned ABCB6 inh MLPCN 94, NCOA2 inhibitor -28, MC4R antagonist -5, MC4R barr agon -0.9, NOD2-RIPK2 inh 10, N-glyco inh 16, ABHD5 PLIN5 PPI 2, H9c2 protect -6, m5-HT2A agonist 1 and TLR9-MyD88 block 10.
CCN(C(=O)c1cccc(NC(=O)c2ccccc2)c1)C1CCCCC1 was read as ABCB6 inh MLPCN 101, NCOA2 inhibitor 7, MC4R antagonist 0, MC4R barr agon -0.8, NOD2-RIPK2 inh -4, N-glyco inh -2, ABHD5 PLIN5 PPI -3, H9c2 protect -5, m5-HT2A agonist -1 and TLR9-MyD88 block -8.
Screening CC(=O)c1ccc(N2CCN(C(=O)c3ccc4ccccc4n3)CC2)cc1 returned ABCB6 inh MLPCN 97, NCOA2 inhibitor 8, MC4R antagonist -3, MC4R barr agon -2.0, NOD2-RIPK2 inh 0, N-glyco inh 1, ABHD5 PLIN5 PPI 2, H9c2 protect 13, m5-HT2A agonist -7 and TLR9-MyD88 block 6.
`COc1ccc(CCNC(=O)CC2SC(=NCCc3ccccc3)NC2=O)cc1OC` (stereo not given) gave ABCB6 inh MLPCN 91, NCOA2 inhibitor 10, MC4R antagonist 0, MC4R barr agon -2.1, NOD2-RIPK2 inh 5, N-glyco inh 1, ABHD5 PLIN5 PPI -4, H9c2 protect 4, m5-HT2A agonist 1 and TLR9-MyD88 block -2.
Screening CCOC(=O)C1(CCOc2ccccc2)CCN(Cc2cnc(SC)nc2)CC1 returned ABCB6 inh MLPCN 89, NCOA2 inhibitor 11, MC4R antagonist 26, MC4R barr agon 0.1, NOD2-RIPK2 inh -9, N-glyco inh -2, ABHD5 PLIN5 PPI 4, H9c2 protect -6, m5-HT2A agonist 1 and TLR9-MyD88 block -5.
CCOc1cc(C)nc(N2CCN(C3CCCCC3)CC2)n1 was read as ABCB6 inh MLPCN 103, NCOA2 inhibitor -1, MC4R antagonist 0, MC4R barr agon -2.3, NOD2-RIPK2 inh 6, N-glyco inh -4, ABHD5 PLIN5 PPI -2, H9c2 protect -5, m5-HT2A agonist 4 and TLR9-MyD88 block -5.
Screening O=C(COC(=O)/C=C/c1ccc(OC(F)F)cc1)NCCN1C(=O)CSC1=O returned ABCB6 inh MLPCN 100, NCOA2 inhibitor 3, MC4R antagonist 5, MC4R barr agon -3.1, NOD2-RIPK2 inh 10, N-glyco inh 0, ABHD5 PLIN5 PPI -5, H9c2 protect 0, m5-HT2A agonist 1 and TLR9-MyD88 block 5.
Screening Nc1[nH]ncc1N=Nc1ccc(Cl)cc1 returned ABCB6 inh MLPCN 98, NCOA2 inhibitor -18, MC4R antagonist 1, MC4R barr agon -1.4, NOD2-RIPK2 inh -9, N-glyco inh 0, ABHD5 PLIN5 PPI 4, H9c2 protect -9, m5-HT2A agonist 1 and TLR9-MyD88 block 2.
Screening Cc1ccccc1C(=O)Nc1ccccc1C(=O)N/N=C\c1ccco1 returned ABCB6 inh MLPCN 96, NCOA2 inhibitor -7, MC4R antagonist 8, MC4R barr agon 1.9, NOD2-RIPK2 inh -5, N-glyco inh 4, ABHD5 PLIN5 PPI -4, H9c2 protect 8, m5-HT2A agonist 4 and TLR9-MyD88 block 2.

Retrieved one by one from the list above, 2 records:
`COc1ccc(-n2nc(C(=O)NCC(=O)N3CC(C)CC(C)C3)c3ccccc3c2=O)cc1` (stereo not given) gave ABCB6 inh MLPCN 96, NCOA2 inhibitor 0, MC4R antagonist 4, MC4R barr agon 1.5, NOD2-RIPK2 inh -4, N-glyco inh -1, ABHD5 PLIN5 PPI 4, H9c2 protect 9, m5-HT2A agonist 1 and TLR9-MyD88 block -2.
Screening Cc1nn2cc(-c3cccc(Cl)c3)cnc2c1Cl returned ABCB6 inh MLPCN 94, NCOA2 inhibitor -28, MC4R antagonist -5, MC4R barr agon -0.9, NOD2-RIPK2 inh 10, N-glyco inh 16, ABHD5 PLIN5 PPI 2, H9c2 protect -6, m5-HT2A agonist 1 and TLR9-MyD88 block 10.

New compounds follow
Screening CCc1cc(C(=O)N2CCCC(CCC(=O)N3CCN(c4ccccn4)CC3)C2)no1 (stereo not given) returned ABCB6 inh MLPCN 97, NCOA2 inhibitor -13, MC4R antagonist 10, MC4R barr agon -1.9, NOD2-RIPK2 inh -4, N-glyco inh -1, ABHD5 PLIN5 PPI -1, H9c2 protect 0, m5-HT2A agonist 0 and TLR9-MyD88 block 0.
`CCOC(=O)/C(=C/c1c(C)n(C)c2ccc([N+](=O)[O-])cc12)C(C)=O` gave ABCB6 inh MLPCN 97, NCOA2 inhibitor 17, MC4R antagonist 3, MC4R barr agon -0.1, NOD2-RIPK2 inh 0, N-glyco inh 44*, ABHD5 PLIN5 PPI 46*, H9c2 protect 20, m5-HT2A agonist 0 and TLR9-MyD88 block 0.
Screening CCOC(=O)C1=CN(Cc2ccco2)S(=O)(=O)N(C)C1c1cccc(OC)c1 (stereo not given) returned ABCB6 inh MLPCN 96, NCOA2 inhibitor 8, MC4R antagonist 14, MC4R barr agon -1.9, NOD2-RIPK2 inh 1, N-glyco inh 1, ABHD5 PLIN5 PPI 2, H9c2 protect 4, m5-HT2A agonist 2 and TLR9-MyD88 block -9.
Screening CN(NC(=O)COc1ccccc1)c1ccccc1 returned ABCB6 inh MLPCN 101, NCOA2 inhibitor -49, MC4R antagonist 18, MC4R barr agon 2.9, NOD2-RIPK2 inh -2, N-glyco inh 0, ABHD5 PLIN5 PPI 0, H9c2 protect 6, m5-HT2A agonist -2 and TLR9-MyD88 block -3.
For CCCCOc1ccc(C(=O)NCC(=O)N2CC=C(c3ccccc3)CC2)cc1 the results were ABCB6 inh MLPCN 99, NCOA2 inhibitor 3, MC4R antagonist 9, MC4R barr agon -0.2, NOD2-RIPK2 inh 6, N-glyco inh -1, ABHD5 PLIN5 PPI -1, H9c2 protect 4, m5-HT2A agonist -3 and TLR9-MyD88 block -9.
Screening COc1ccc2[nH]c(=O)c(CN(Cc3ccccc3)C(=S)NCC3CCCO3)cc2c1 (stereo not given) returned ABCB6 inh MLPCN 95, NCOA2 inhibitor -5, MC4R antagonist -2, MC4R barr agon -1.0, NOD2-RIPK2 inh -7, N-glyco inh 1, ABHD5 PLIN5 PPI 4, H9c2 protect 15, m5-HT2A agonist 13 and TLR9-MyD88 block 1.
For CCOC(=O)c1c(C)[nH]c(C(=O)CC(=O)OC)c1C the results were ABCB6 inh MLPCN 103, NCOA2 inhibitor 24, MC4R antagonist 7, MC4R barr agon -0.6, NOD2-RIPK2 inh 6, N-glyco inh 0, ABHD5 PLIN5 PPI 0, H9c2 protect -1, m5-HT2A agonist 3 and TLR9-MyD88 block 13.
C=CCN(CC=C)C(=O)C(=O)c1ccn(-c2c(C)csc2C(=O)OC)c1 was read as ABCB6 inh MLPCN 97, NCOA2 inhibitor 24, MC4R antagonist -2, MC4R barr agon 1.4, NOD2-RIPK2 inh -9, N-glyco inh -1, ABHD5 PLIN5 PPI 8, H9c2 protect 2, m5-HT2A agonist 6 and TLR9-MyD88 block 1.
`CC(=O)Oc1ccc(C(=O)[C@H]2[C@H]3C(=O)N(c4ccc(C)cc4C)C(=O)[C@H]3[C@@H]3C=CC=NN32)cc1` gave ABCB6 inh MLPCN 101, NCOA2 inhibitor 0, MC4R antagonist 8, MC4R barr agon -2.0, NOD2-RIPK2 inh -7, N-glyco inh 1, ABHD5 PLIN5 PPI 4, H9c2 protect 7, m5-HT2A agonist -5 and TLR9-MyD88 block -1.
`O=C(N/N=C/c1ccc(F)cc1)c1ccc(Br)cc1` gave ABCB6 inh MLPCN 96, NCOA2 inhibitor -49, MC4R antagonist 4, MC4R barr agon -2.8, NOD2-RIPK2 inh 5, N-glyco inh 0, ABHD5 PLIN5 PPI -6, H9c2 protect -9, m5-HT2A agonist -4 and TLR9-MyD88 block -115.
For O=C(NCC1CC1(Cl)Cl)Nc1ccc(Cl)c(Cl)c1 (stereo not given) the results were ABCB6 inh MLPCN 89, NCOA2 inhibitor -30, MC4R antagonist 14, MC4R barr agon 2.9, NOD2-RIPK2 inh -7, N-glyco inh -3, ABHD5 PLIN5 PPI -2, H9c2 protect -24, m5-HT2A agonist -5 and TLR9-MyD88 block 7.
Screening CC1CC(=O)Nc2ccccc2S1(=O)=O (stereo not given) returned ABCB6 inh MLPCN 101, NCOA2 inhibitor -5, MC4R antagonist 9, MC4R barr agon 0.8, NOD2-RIPK2 inh -5, N-glyco inh 2, ABHD5 PLIN5 PPI -5, H9c2 protect 4, m5-HT2A agonist 1 and TLR9-MyD88 block 4.
For CCOC(=O)Cn1cc(/C=N/NC(=O)c2cc3ccccc3o2)c2ccccc21 the results were ABCB6 inh MLPCN 98, NCOA2 inhibitor 5, MC4R antagonist 0, MC4R barr agon -1.9, NOD2-RIPK2 inh -3, N-glyco inh 0, ABHD5 PLIN5 PPI 2, H9c2 protect 1, m5-HT2A agonist 0 and TLR9-MyD88 block -8.
